# Screens from PubChem BioAssay.
# hERG rescue: shields human hERG channel from block by proarrhythmic agents | hit rate 0.51% among 310,000 | Q12809 | activation (rescue from dofetilide block), less the hit threshold, % at 10 µM | CHO-hERG, FluxOR thallium flux, dofetilide IC70 present | AID 1511;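 active = activation above the mean of controls blocked by dofetilide plus 5 SD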;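 also: thallium influx through hERG after potassium depolarization seen as dye fluorescence rise; in these data hits start at about 4.7%; inactives centre near -7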
# KCNK3 inh: human KCNK3 channel inhibition, primary screen; CHO-KCNK3 thallium flux, FluxOR fluorescence; hits give low values; B-score at 10 µM; hit rate 0.84% among 340,000; AID 602410;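 active = B-score under library mean minus 4 SD, starting fluorescence ratio at most library mean plus 5 SD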;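 also: more negative B-score means stronger inhibition of thallium flux through KCNK3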
# Target sequence (O14649 whole entry, looked up): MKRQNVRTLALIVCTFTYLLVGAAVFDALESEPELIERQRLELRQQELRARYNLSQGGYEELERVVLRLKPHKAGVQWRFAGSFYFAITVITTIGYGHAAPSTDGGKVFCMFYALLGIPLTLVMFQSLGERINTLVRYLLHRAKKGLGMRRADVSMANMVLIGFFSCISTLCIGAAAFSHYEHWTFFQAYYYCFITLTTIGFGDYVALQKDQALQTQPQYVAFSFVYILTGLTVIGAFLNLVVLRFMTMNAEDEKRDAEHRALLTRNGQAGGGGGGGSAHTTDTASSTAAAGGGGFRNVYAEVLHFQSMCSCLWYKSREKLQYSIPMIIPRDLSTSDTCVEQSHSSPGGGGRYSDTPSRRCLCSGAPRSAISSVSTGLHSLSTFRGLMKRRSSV
# KCNQ1 inh: human KCNQ1 channel inhibition | hit rate 1.3% among 310,000 | CHO-K1 KCNQ1, FluxOR thallium flux fluorescence; hits give high values | AID 2642 | B-score at 10 µM | P51787;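 active = compounds whose thallium flux B-score, printed positive for inhibition, exceeds three library SD while starting fluorescence stays within three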;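 also: channel opened by potassium depolarization with thallium stimulus after 20 min compound exposure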
# RGS4 pot: RGS4 potentiation or activation; HEK293 M3R/inducible RGS4, carbachol calcium flux Fluo4; hits give low values; B-score at 10 µM; hit rate 0.92% among 310,000;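 active = B-score of the integrated calcium signal more than 4 SD below the library mean, with starting fluorescence not abnormally high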;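 also: negative B-score means reduced calcium response which marks RGS4 activation or potentiation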
#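 Detection: kinetic calcium fluorescence imaging with Fluo4-AM dye, 2 µM / Material: HEK293 cells with stable M3R and inducible RGS4 / Schedule: recording 10 s baseline at 1 Hz, 100 s post-agonist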
# TMEM16A act: activates or potentiates the mouse TMEM16A chloride channel | AID 623877 | Q8BHY3 | HEK293 TMEM16A/YFP-H148Q/I152L, iodide quench fluorescence; hits give low values | hit rate 0.3% among 340,000 | B-score at 10 µM;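 active = fluorescence-ratio B-score plate-corrected deviation score at least 3 library SD below zero, with starting fluorescence score within 5 deviations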;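 also: channel opened by trigger with iodide after compound preincubation; score built on the fluorescence ratio of max minus min over baseline; more negative score means more quench and so TMEM16A activation or potentiation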
# RGS4 inh: inhibitors of human RGS4; hit rate 0.45% among 310,000; P49798; AID 463165; HEK293 M3R/RGS4 inducible, Fluo-4 calcium flux; hits give high values; triggered by carbachol at its EC20; B-score at 10 µM;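 active = B-score, a plate-corrected calcium signal, over three deviations above library mean, with baseline fluorescence within five deviations of library mean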;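 also: RGS4 expression induced by doxycycline in cells with stable M3 receptor; B-score is computed from the integrated fluorescence ratio over baseline after carbachol; higher B-score means a larger calcium signal and so more RGS4 inhibition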
# Target sequence (P49798 whole entry, looked up): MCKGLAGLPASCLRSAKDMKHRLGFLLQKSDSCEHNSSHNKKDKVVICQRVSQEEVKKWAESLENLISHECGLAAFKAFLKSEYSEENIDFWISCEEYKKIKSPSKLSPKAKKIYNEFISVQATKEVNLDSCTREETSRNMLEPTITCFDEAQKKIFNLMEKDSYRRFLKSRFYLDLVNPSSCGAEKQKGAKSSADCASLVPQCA
# KCNK9 block: blocks the human KCNK9 two-pore domain potassium channel | Q9NPC2 | HEK293 KCNK9, FluxOR thallium flux fluorescence; hits give low values | B-score at 10 µM | hit rate 1.2% among 310,000;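 active = ratio B-score over 3 SD below the library mean, with starting fluorescence within 5 SD of its mean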;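 also: negative B-score means less thallium flux so channel inhibition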
# Target sequence (Q9NPC2 whole entry, looked up, the tested form may be a part): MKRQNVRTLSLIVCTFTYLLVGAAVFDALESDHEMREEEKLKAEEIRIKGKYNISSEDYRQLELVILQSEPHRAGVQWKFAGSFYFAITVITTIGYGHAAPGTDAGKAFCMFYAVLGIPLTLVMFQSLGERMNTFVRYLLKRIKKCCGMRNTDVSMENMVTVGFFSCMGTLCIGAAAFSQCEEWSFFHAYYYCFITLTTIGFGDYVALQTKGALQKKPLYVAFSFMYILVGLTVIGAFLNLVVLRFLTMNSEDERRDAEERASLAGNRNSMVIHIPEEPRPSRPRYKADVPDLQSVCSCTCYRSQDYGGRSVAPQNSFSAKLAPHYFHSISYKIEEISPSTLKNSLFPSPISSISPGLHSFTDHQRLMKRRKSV
# KCNQ1 pot: potentiators or activators of human KCNQ1 potassium channel | P51787 | CHO-K1 KCNQ1, thallium flux FluxOR fluorescence; hits give high values | B-score at 10 µM | hit rate 0.35% among 310,000;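 active = fluorescence ratio B-score, a plate-corrected score, at least three library SD, with initial intensity B-score within 5 SD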
#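 Doses: Single concentration per compound, DMSO matched to controls | Test system: KCNQ1-transfected CHO-K1 cells | Timing: 90 min dye loading and 20 min compound exposure, both at room temperature | Measured by: Kinetic FluxOR thallium fluorescence, 10-s 1-Hz baseline, 110-s post-stimulus read | Medium: Assay buffer with matched DMSO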
# TMEM16A inh: blocks the mouse calcium-activated chloride channel TMEM16A | Q8BHY3 | HEK293 TMEM16A/YFP iodide influx fluorescence, ionomycin | normalized B-score (activity score, 25-100; higher = stronger inhibition) at 10 µM | hit rate 1.2% among 310,000;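 active = ratio plate-corrected score three or more library SD toward inhibition, starting fluorescence score within five deviations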;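 also: score derived from kinetic fluorescence span divided by baseline fluorescence per well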
# MrgX1 ag: agonists of human MrgX1 receptor; Q96LB2; MrgX1-HEK293 cells, Fluo-4 calcium fluorescence, agonist mode; hits give high values; B-score at 10 µM; hit rate 0.44% among 310,000;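 active = calcium response B-score plate-corrected fluorescence ratio at least 3 library SD, with starting fluorescence B-score inside 5 SD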
#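 times = overnight plating, then 30 min 37 °C plus 30 min room-temperature dye loading | assay system = stable human MrgX1 HEK293 cell line | input = fifteen thousand cells per well | signal = kinetic calcium dye fluorescence, Fluo-4 NW | dosing = compound delivered in addition one of three | read-out = B-scored fluorescence response ratio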
# MrgX1 PAM: allosterically activates human MrgX1 receptor signaling; AID 588675; MrgX1-HEK293, Fluo-4 calcium flux, FDSS; hits give high values; hit rate 0.63% among 310,000; Q96LB2; B-score at 10 µM;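 active = plate-corrected calcium response at least 3 library SD above typical, normal starting fluorescence, not activating the receptor alone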;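 also: compound read alongside a low EC10 to EC30 dose of BAM8-22 agonist; peak minus trough fluorescence over baseline measured at the second addition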
# Numbers without * were called inactive; i = inactive. Random draw from the library, and some 6.3% of all compounds hit somewhere here.
# Below each compound: hERG rescue	KCNK3 inh	KCNQ1 inh	RGS4 pot	TMEM16A act	RGS4 inh	KCNK9 block	KCNQ1 pot	TMEM16A inh	MrgX1 ag	MrgX1 PAM
1. Cc1ccc(C(=O)NCCNC(=O)COc2ccc(Cl)cc2)cn1
  -4	i	i	i	i	i	i	i	i	i	i
2. COC(=O)c1cc(C(=O)N2CCOCC2)cc([N+](=O)[O-])c1
  -2	i	i	i	i	i	i	i	i	i	i
3. CC(C)C[C@H](NC(=O)[C@@H]1Cc2ccccc2CN1)C(=O)Nc1ccc(C(C)C)cc1
  -15	i	i	i	i	i	i	i	i	i	i
4. COc1cc(CN(C(=S)NCC(=O)NC2CC2)C2CCCC2)cc(OC)c1OC
  -6	i	i	i	i	i	i	i	i	i	i
5. Cc1oc(-c2ccccc2F)nc1CS(=O)CC(=O)NCc1ccc(Cl)cc1 (stereo not drawn)
  -4	i	i	i	i	i	i	i	i	i	i
6. CN(Cc1n[nH]c(=S)n1C)S(=O)(=O)c1ccccc1
  -3	i	i	i	i	i	i	i	i	i	i
7. CC(=O)NCCc1ccc(S(=O)(=O)N(C)C2CCS(=O)(=O)C2)cc1 (stereo not drawn)
  -7	i	i	i	i	i	i	i	i	i	i
8. COc1cccc(/C=N/NC(=S)Nc2cccc(C(=O)O)c2)c1
  -5	i	i	i	i	i	i	i	i	i	i
9. COc1ccccc1NC(=O)NCCN1CCN(c2cccc(Cl)c2)CC1
  -9	i	i	i	i	i	i	i	i	i	i
10. CCOC(=O)N1CCN(C(=O)C2CCN(S(=O)(=O)c3ccc(NC(C)=O)cc3)CC2)CC1
  -7	i	i	i	i	i	i	i	i	i	i
11. COc1ccc2occ(NC(C)=O)c2c1
  -17	i	i	i	i	i	i	i	i	i	i
12. Cc1ccc(S(=O)(=O)NCCC(=O)NC2CCCC2)cc1
  -6	i	i	i	i	i	i	i	i	i	i
13. COc1ccc(-n2c(SCC(=O)/C(C#N)=C(\C)N)nc3ccccc3c2=O)cc1OC
  -8	i	i	i	i	i	i	i	i	i	i
14. CCOC(=O)C(=O)C1=C(N2CCOCC2)/C(=C\c2cccc([N+](=O)[O-])c2)CC1
  -2	i	i	i	i	i	i	i	i	i	i
15. O=C(NCCc1ccc(F)cc1)Nc1ccccc1Cl
  -8	i	i	i	i	i	i	i	i	i	i
16. O=C(C1CCC1)N1CCc2cc(S(=O)(=O)NCCCN3CCCCC3)ccc21
  -4	i	i	i	i	i	i	i	i	i	i
17. Cc1c(C#N)c(SCC(N)=O)nc2c1CCCC2
  -7	i	i	i	i	i	i	i	i	i	i
18. CCOC(=O)C(NC(C)=O)(OCc1ccc(F)cc1)C(F)(F)F (stereo not drawn)
  -9	i	i	i	i	i	i	i	i	i	i
19. Cn1ncc2c(O/N=C(\N)c3ccc(C(F)(F)F)cc3)ncnc21
  -2	i	i	i	i	i	i	i	i	i	i
20. O=C(c1ccco1)N1N=C(c2cccs2)CC1c1ccco1 (stereo not drawn)
  -10	i	i	i	i	i	i	i	i	i	i
21. CC(CC(=O)O)CC(=O)Nc1ccc(S(N)(=O)=O)cc1 (stereo not drawn)
  -4	i	i	i	i	i	i	i	i	i	i
22. CCN1CCN(C(=O)CSCc2nc(-c3ccc(OC)c(OC)c3)oc2C)CC1
  -8	i	i	i	i	i	i	i	i	i	i
23. CCOc1ccc(N(CC(=O)NCc2ccc(F)cc2)S(=O)(=O)c2c(C)noc2C)cc1
  1	i	i	i	i	i	i	i	i	i	i
24. COc1ccccc1NC(=O)c1sc2ncn(Cc3ccccc3C)c(=O)c2c1C
  -5	i	i	i	i	i	i	i	i	i	i
25. COCCn1c(SCCOc2ccccc2)nc2ccccc2c1=O
  -11	-9*	i	i	i	i	-11*	i	i	i	i
26. CCOc1ccc(S(=O)(=O)NC2CCCC2)cc1
  -6	i	i	i	i	i	i	i	i	i	i
27. Fc1cccc(Cc2noc(CN3CCCN(C4Cc5ccccc5C4)CC3)n2)c1
  -14	i	i	-7.5*	i	i	i	i	i	i	i
28. Cc1cccnc1NC(=O)Nc1ccc(Cl)cc1
  -1	i	i	i	i	i	i	i	i	i	i
29. COc1cc(-c2nc(S(=O)(=O)c3ccccc3)c(N3CCOCC3)o2)cc(OC)c1OC
  -15	i	i	i	i	i	i	i	100*	i	i
30. Cc1cc(-c2ccc(C(C)C)c(S(=O)(=O)NCCN3CCC(C)CC3)c2)on1
  -5	i	i	i	i	i	i	i	i	i	i
31. Cc1cccc(NC(=O)CSCC(=O)Nc2ccccc2N2CCCC2)c1
  -14	-9.6*	i	i	i	i	i	i	i	i	i
32. CCc1cc(C(=O)c2ccccc2)c(N)s1
  -7	i	i	i	i	i	i	i	i	i	i
33. CC(=O)c1c(C)[nH]c(C(=O)CSc2nnc(-c3ccccc3)o2)c1C
  -8	i	i	i	i	i	i	i	i	i	i
34. O=C(Nc1ccc(Br)cc1)C1CCCN(S(=O)(=O)c2cccnc2)C1 (stereo not drawn)
  -21	i	i	i	i	i	i	i	i	i	i
35. CN(C)S(=O)(=O)c1ccc(C(=O)Nc2nnc(-c3ccc4c(c3)CCCC4)o2)cc1
  -18	i	i	i	i	i	i	i	i	i	i
36. COc1ccc(NC(=O)CCNC(=O)c2ccccc2Cl)cc1OC
  -3	i	i	i	i	i	i	i	i	i	i
37. O=C(O)CCC(=O)N1N=C(c2cccs2)CC1c1cn(-c2ccccc2)nc1-c1ccccc1 (stereo not drawn)
  -6	i	i	i	i	i	i	i	i	i	i
38. Cc1nn(CC(=O)NCc2cccnc2)c(=O)c2ccccc12
  -7	i	i	i	i	i	i	i	i	i	i
39. CCCNC(=O)c1ccc(Cn2c(=S)[nH]c3c([nH]c4ccc(OC)cc43)c2=O)cc1
  -4	i	i	i	i	i	i	i	i	i	i
40. CC1(C)N=C(c2ccc(Cl)cc2)C(=O)N1
  -9	i	i	i	i	i	i	i	i	i	i
41. COc1cccc(/C(O)=C2/C(=O)C(=O)N(CCN3CCOCC3)C2c2cccs2)c1 (stereo not drawn)
  -5	i	i	i	i	i	i	i	i	i	i
42. CC1=C(C(=O)N2CCOCC2)C(c2cccc3ccccc23)NC(=S)N1 (stereo not drawn)
  -11	i	i	i	i	i	i	i	i	i	i
43. COC(=O)c1ccccc1NC(=O)c1cccs1
  -13	i	i	i	i	i	i	i	i	i	i
44. CC(C)n1c(NCc2c[nH]c3ccccc23)nc2ccccc21
  -6	i	i	i	i	i	i	i	i	i	i
45. CCOC(=O)Cn1nc(NC(=O)c2ccc(C(=O)OC)cc2)cc1C
  -3	i	i	i	i	i	i	i	i	i	i
46. CC(C)OC(=O)NCCOC(=O)Nc1ccc(Cl)cc1
  -12	i	i	i	i	i	i	i	i	i	i
47. CCOC(=O)[C@@H]1[C@H]2COc3ccccc3[C@@H]2N2C(=O)N(c3ccccc3)C(=O)[C@@]12C
  -6	i	i	i	i	i	i	i	i	i	i
48. CCOc1ccc(NC(=O)CN(C)S(=O)(=O)c2ccc(-c3ccc(=O)[nH]n3)s2)cc1
  -3	i	i	i	i	i	i	i	i	i	i
49. COc1cc(S(=O)(=O)N2CCN(c3ccccc3F)CC2)ccc1Cl
  -8	i	i	i	i	i	i	i	i	i	i
50. COc1ccc(C(=O)NC(C)c2ccc(-n3ccnc3)cc2)c(OC)c1 (stereo not drawn)
  -2	i	i	i	i	i	i	i	i	i	i
51. CN(C)CCCNC(=O)c1cc(C(=O)c2ccccc2)c[nH]1
  -3	i	i	i	i	i	i	i	i	i	i
52. COCCN(Cc1ccccc1)C(=O)c1cc(S(=O)(=O)N2CCCCCC2)ccc1OC
  -13	i	i	i	i	i	i	i	i	i	i
53. CCSc1nc(N)nc(-c2cccs2)c1C#N
  -9	i	i	i	i	i	i	i	i	i	i
54. COc1ccc(NC(=O)c2cc(-c3ccc(C)c(C)c3O)n[nH]2)cc1Cl
  1	i	i	i	i	i	i	i	i	i	i
55. O=C(NC12CC3CC(CC(C3)C1)C2)c1c(Cl)cccc1Cl
  -7	i	i	i	i	i	i	i	i	i	i
56. COc1ccc(C2C(C#N)=C(N)OC3=C2C(=O)CCC3)cc1Cn1nc(C)c([N+](=O)[O-])c1C (stereo not drawn)
  -7	i	i	i	i	i	i	i	i	i	i
57. COc1cc(C(=O)NCC(=O)N/N=C(\C)Cc2ccccc2)cc(OC)c1OC
  -6	i	i	i	i	i	i	i	i	i	i
58. Cc1cc(NC(=O)Cc2c(F)cccc2Cl)no1
  -7	i	i	i	i	i	i	i	i	i	i
59. COc1ccc(-n2c(SCC(=O)N3CCC(C(=O)O)CC3)nc3ccccc3c2=O)cc1OC
  -4	i	i	i	i	i	i	i	i	i	i
60. Nc1nnc(SCC(=O)NC2CCCCC2)s1
  -8	i	i	i	i	i	i	i	i	i	i

# KCNK9 block, what is marked active above.
nr	compound	KCNK3 inh	KCNQ1 inh	TMEM16A act	RGS4 inh	KCNK9 block	KCNQ1 pot	MrgX1 ag
25	COCCn1c(SCCOc2ccccc2)nc2ccccc2c1=O	-9*	i	i	i	-11*	i	i

# (more compounds)
# Below each compound: hERG rescue	KCNK3 inh	KCNQ1 inh	RGS4 pot	TMEM16A act	RGS4 inh	KCNK9 block	KCNQ1 pot	TMEM16A inh	MrgX1 ag	MrgX1 PAM
61. CCOC(=O)N1CCN(S(=O)(=O)c2ccc(C(=O)Nc3sc4c(c3C#N)CC(C)(C)NC4(C)C)cc2)CC1
  -5	i	i	i	i	i	i	i	i	i	i
62. COc1ccccc1NCC(=O)NNCC(=O)Nc1ccc(F)c(Cl)c1
  -3	i	i	i	i	i	i	i	i	i	i
63. CC1S/C(=C(\C#N)C(=O)NCc2ccco2)N(c2ccc(F)cc2)C1=O (stereo not drawn)
  -9	i	i	i	i	i	i	i	i	i	i
64. CNC(=O)C(=O)Nc1nc(C23CC4CC(CC(C4)C2)C3)cs1
  1	i	i	i	i	i	i	i	i	i	i
65. COCCNC(=O)c1cccc(NS(=O)(=O)c2cccc3cccnc23)c1
  1	i	i	i	i	i	i	i	i	i	i
